PTHR1 agonist: agonists of human PTHR1 parathyroid hormone receptor | Q03431 | HEK293 GP2 PTHR1 cells, GloSensor cAMP luminescence, 1 h | Potency, µM (series often up to 115 µM), for inactives: at the highest dose activation, usual class: activators | 410,000 compounds, 0.075% hits; also: potency is read from the fitted curve at half-maximal effect; nearly all actives have a fitted effect of over 55% in size; some results filed as inactive show a strong effect at the top dose; inactives centre near -15; many of its hits are not listed in these tables
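HEK-293-derived GP2 cells expressing PTHR1 and a GloSensor cAMP reporter, 3,000/well, plated overnight, given luciferin plus IBMX (each 0.5 mM as added) for 1 h at 37 °C, then compound for 1 h at 37 °C. Luminescence was read after 15 min at room temperature.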
GLP-1R inv ag: inverse agonists of human GLP-1 receptor; P43220; HEK293 GLP-1R CRE-luciferase, luminescence, 24 h; GLP-1R form is constitutively active; Potency, µM (doses to about 38.3 µM), without a hit: at the highest dose activity change, negative = inhibition, hits mostly inhibitors; 410,000 compounds, 1.6% hits; AID 624417; also: potency is read from the fitted curve at half-maximal effect; % is scaled to controls: 0 for no effect and ±100 for the full control effect; nearly all actives have a fitted effect of over 55% in size
Target sequence (P43220 whole entry, looked up): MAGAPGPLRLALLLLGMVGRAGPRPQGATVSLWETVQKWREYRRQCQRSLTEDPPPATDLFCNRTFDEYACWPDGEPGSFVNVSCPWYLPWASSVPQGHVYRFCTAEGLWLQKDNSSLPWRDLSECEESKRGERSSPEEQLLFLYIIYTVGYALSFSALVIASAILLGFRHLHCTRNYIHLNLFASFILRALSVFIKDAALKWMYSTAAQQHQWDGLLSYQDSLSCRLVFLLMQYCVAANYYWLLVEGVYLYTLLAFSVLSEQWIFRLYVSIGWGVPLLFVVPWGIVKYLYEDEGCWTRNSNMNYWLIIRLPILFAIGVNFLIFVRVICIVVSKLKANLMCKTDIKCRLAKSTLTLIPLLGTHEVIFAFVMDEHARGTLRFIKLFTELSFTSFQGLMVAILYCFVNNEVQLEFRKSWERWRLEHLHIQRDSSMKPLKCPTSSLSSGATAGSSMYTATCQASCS
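Seeding at 200 cells/uL, 12 h culture, 24 hr compound treatment, then luciferase reagent and a luminescence read; cells are HEK293 stably expressing a constitutively active GLP-1R plus cAMP-responsive luciferase.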
KB-V1 MDR tox: KB-V1 MDR subline cytotoxicity; 400,000 compounds, 3.4% hits; AID 1347076; KB-V1 MDR cells viability, CellTiter-Glo, 72 h; Potency, µM (highest dose often 46.1 µM), for inactives: at the highest dose activity change, negative = cytotoxicity, hits mostly cytotoxic; also: potency is read from the fitted curve at half-maximal effect; % is scaled to controls: 0 for no effect and ±100 for the full control effect; nearly all actives have a fitted effect of over 60% in size
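qHTS viability screen in drug-selected KB-V1 MDR cells: 72 h compound treatment at 37 degrees C, ATP luminescence end point.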
D3 ag: D3 dopamine receptor (human) agonism | P35462 | D3R DiscoveRx beta-arrestin cells, luminescence, 90 min | max activation, % | 410,000 compounds, 0.58% hits; in the data active = max activation above about 30%; also: 0% is about no effect; mostly tested at two doses, the higher about 12 µM
Target sequence (P35462 whole entry, looked up): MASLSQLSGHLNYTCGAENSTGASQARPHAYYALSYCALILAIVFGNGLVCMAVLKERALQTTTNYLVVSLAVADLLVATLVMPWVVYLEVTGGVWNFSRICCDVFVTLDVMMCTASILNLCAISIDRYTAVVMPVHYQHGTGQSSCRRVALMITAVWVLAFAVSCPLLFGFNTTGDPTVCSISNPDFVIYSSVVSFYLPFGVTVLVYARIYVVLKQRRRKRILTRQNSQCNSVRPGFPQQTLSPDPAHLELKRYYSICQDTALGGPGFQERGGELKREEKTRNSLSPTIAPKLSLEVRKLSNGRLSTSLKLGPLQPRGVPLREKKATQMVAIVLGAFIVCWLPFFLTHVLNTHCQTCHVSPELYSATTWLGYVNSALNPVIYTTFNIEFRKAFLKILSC
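Agonist-mode cell screen: cells plated at 1500/well and incubated overnight at 37 °C, then exposed to library compounds for 90 min at 37 °C. Detection reagent was added for 30–60 min at room temperature, and luminescence was read.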
DRD3 antagonist: D3 dopamine receptor (human) antagonism. P35462. D3R cells, DiscoveRx beta-arrestin luminescence, antagonist mode; active compounds read low. max response, negative = inhibition, %. 360,000 compounds, 2.5% hits. AID 652054; in the data active = max response below about -50%; inconclusive = no clear call, values can overlap the other calls; also: % is scaled to controls: 0 for no effect and ±100 for the full control effect; mostly tested at two doses, the higher about 12 µM
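Cells plated overnight at 1500 cells/well, then exposed to library compounds with dopamine controls for 90 minutes at 37 degrees C. DiscoveRx reagent added for 30–60 minutes at room temperature; luminescence read, quantitative HTS format.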
GLP1R cytotox: cytotoxicity counter-screen for GLP-1 receptor inverse agonists | Potency, µM (titrated, usually from 38.3 µM), inactives show top-dose activity change, negative = inhibition, usual class: inhibitors | HEK293 cAMP-luciferase reporter cells, luminescence, 24 h | 410,000 compounds, 0.13% hits | AID 624418;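 also: loss of luciferase light is scored as toxicity; potency is read from the fitted curve at half-maximal effect; % is scaled to controls: 0 for no effect and ±100 for the full control effect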
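Quantitative HTS format, 1536 wells, 200 cells/uL seeded. Compounds: 23 nL, 24 h, 37 °C. Detection: luciferase reagent, luminescence at 12 min RT; decreased signal taken as cytotoxic.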
aSyn yeast inh: inhibitors of alpha-synuclein toxicity in yeast | Yeast expressing alpha-synuclein, growth rescue, BacTiter-Glo, 24 h | Potency, µM (series often up to 46.1 µM), inactives show at the highest dose growth rescue (activation), actives largely listed as activators | 370,000 compounds, 0.14% hits | AID 652106; also: potency is read from the fitted curve at half-maximal effect; % of control where 0% means no effect; nearly all actives have a fitted effect of over 65% in size
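Galactose-induced alpha-syn yeast (OD600=0.02, raffinose-pregrown) + pinned cpd, 24 hr, 30 deg C; growth by BacTiter-Glo luminescence. Growth restoration scores as activation.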
GLP-1R agonist: activates the human GLP-1 receptor. HEK293 GLP-1R CRE-luciferase, luminescence, 4-6 h; cells express a hypersensitive GLP-1R form. P43220. Potency, µM (top dose mostly 45.6 µM), for inactives: at the highest dose activation, hits mostly activators. 380,000 compounds, 0.007% hits; also: potency is read from the fitted curve at half-maximal effect; % of control where 0% means no effect
TDP-43 yeast inh: inhibitors of TDP-43 toxicity in yeast | Potency, µM (highest dose often 46.1 µM), for inactives: at the top dose growth rescue (activation), usual class: activators | AID 652104 | 410,000 compounds, 1.8% hits | TDP-43 expressing yeast growth rescue, BacTiter-Glo, 24 h; also: potency is read from the fitted curve at half-maximal effect; % of control where 0% means no effect; nearly all actives have a fitted effect of over 50% in size
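Yeast cells expressing TDP-43 under galactose induction are exposed to compounds for 24 hr at 30 deg C. BacTiter-Glo luminescence measures growth, so protective compounds score as activators.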
Starred values were filed as active, the others as inactive; i = inactive; u = inconclusive; x = no result given; [ ] = remark or other dose. Unless noted, calls follow the shape of the dose curve; as a rule, active = well fitted curve in the direction sought with a large enough effect; inconclusive = small, poorly fitted or top-dose-only effect, or another doubt; inactive = no such curve, though single readings can be large; an effect the other way counts as inactive or inconclusive.

# | Compound | PTHR1 agonist | GLP-1R inv ag | KB-V1 MDR tox | D3 ag | DRD3 antagonist | GLP1R cytotox | aSyn yeast inh | GLP-1R agonist | TDP-43 yeast inh
1 | CCn1c(=N)c(C(=O)NC2CCCCC2)cc2c(=O)n3cccc(C)c3nc21 | 17% | 5% | -8% | 2 | x | 37%[activator] | x | 1% | -9%
2 | COc1cc(-c2c(CCO)sc3ccccc23)cc(OC)c1OC | -75%[inhibitor] | u | 21µM* | 5 | -4 | -28% | 11% | 7% | u
3 | CCC(=O)Nc1cccc(NC(=O)CSc2nnc(C(C)C)n2CC)c1 | -8%[57.5 µM] | -2% | 20% | -3 | 15 | -8% | 0% | 5% | 8%
4 | O=C(NCc1ccccc1)C(c1ccc(F)cc1)N(Cc1cccs1)C(=O)c1cnccn1 (stereo not drawn) | -3% | -9% | -17% | 6 | 0 | 1% | 1% | 7% | -1%
5 | COc1ccccc1CNC(=O)c1ccncc1 | -86%[inhibitor] | 10% | -3% | -4 | 7 | -8% | 5% | 3% | 20%
6 | COc1ccc(N2CC(C(=O)NNC(=O)c3ccc(Br)cc3)CC2=O)c(OC)c1 (stereo not drawn) | i | 6% | 22% | 5 | 8 | -8% | -8% | -4% | -14%
7 | COc1ccc(Cc2cc(NCc3ccccc3)c3ncn(C(C)C)c3c2)cc1 | -38%[inhibitor] | u | u | -17 | 0 | -13% | 6% | 8% | 21%
8 | CCOC(=O)C1=C(O)C(=O)N(c2ccc(S(N)(=O)=O)cc2)C1c1ccc(Cl)cc1 (stereo not drawn) | -20%[57.5 µM] | 7% | 22% | 3 | 0 | -4% | 4% | -16% | 14%
9 | O=S(=O)(Nc1cccc(-c2nc3cccnc3s2)c1)c1ccc2c(c1)CCCC2 | -14% | 25% | -1% | 0 | -7 | 4% | -2% | 0% | -2%
10 | Cc1ccc(NC(=O)C(=O)NCC(c2cccnc2)N2CCOCC2)cc1 (stereo not drawn) | i | 2% | -1% | 3 | x | -2% | x | x | 21%
11 | CCOc1cc(S(=O)(=O)N2CCN(Cc3ccccc3)CC2)ccc1Br | i | u | 0% | -5 | u | -1% | -8% | 9% | -2%
12 | Cc1ccc(OCC(=O)N(Cc2ccco2)Cc2ccc(C)o2)cc1 | -5% | u | x | 3 | x | 2% | x | x | 5%
13 | O=C(Cc1ccc(NC(=O)C2CCCN(C(=O)C3CCC3)C2)cc1)Nc1ccc(C(=O)N2CCOCC2)cc1 (stereo not drawn) | i | 23% | 0% | 0 | 23 | -4% | -6% | 9% | 4%
14 | COCCNc1ccnc2c(Cl)cccc12 | -15% | 9% | -7% | 2 | 6 | -13% | -5% | 9% | -8%
15 | CCc1ccc(S(=O)(=O)NCC2(N3CCOCC3)CCCCC2)cc1 | -10% | u | -1% | -7 | 9 | -35% | 5% | 8% | 12%

Single records (already shown). Screens in order: PTHR1 agonist | GLP-1R inv ag | KB-V1 MDR tox | D3 ag | DRD3 antagonist | GLP1R cytotox | aSyn yeast inh | GLP-1R agonist | TDP-43 yeast inh
Listed for `COc1cc(-c2c(CCO)sc3ccccc23)cc(OC)c1OC` → -75%[inhibitor] | u | 21µM* | 5 | -4 | -28% | 11% | 7% | u
Listed for `Cc1ccc(OCC(=O)N(Cc2ccco2)Cc2ccc(C)o2)cc1` → -5% | u | x | 3 | x | 2% | x | x | 5%
Listed for `CCc1ccc(S(=O)(=O)NCC2(N3CCOCC3)CCCCC2)cc1` → -10% | u | -1% | -7 | 9 | -35% | 5% | 8% | 12%
Listed for `CCn1c(=N)c(C(=O)NC2CCCCC2)cc2c(=O)n3cccc(C)c3nc21` → 17% | 5% | -8% | 2 | x | 37%[activator] | x | 1% | -9%
Listed for `CCOc1cc(S(=O)(=O)N2CCN(Cc3ccccc3)CC2)ccc1Br` → i | u | 0% | -5 | u | -1% | -8% | 9% | -2%

The listing picks up, starting 2 compounds before the break.
# | Compound | PTHR1 agonist | GLP-1R inv ag | KB-V1 MDR tox | D3 ag | DRD3 antagonist | GLP1R cytotox | aSyn yeast inh | GLP-1R agonist | TDP-43 yeast inh
14 | COCCNc1ccnc2c(Cl)cccc12 | -15% | 9% | -7% | 2 | 6 | -13% | -5% | 9% | -8%
15 | CCc1ccc(S(=O)(=O)NCC2(N3CCOCC3)CCCCC2)cc1 | -10% | u | -1% | -7 | 9 | -35% | 5% | 8% | 12%
16 | Cc1cccc(N(Cc2ccccc2)C(=O)c2cc(S(=O)(=O)N3CCOCC3)ccc2F)c1 | -19% | u | -12% | -2 | 0 | -9% | -1% | 13% | -17%
17 | CCCCOC(=O)c1ccc(NC(=O)C(=O)NCc2ccncc2)cc1 | -26% | 12% | u | 6 | 9 | 1% | 1% | 12% | 3%
18 | CCOC(=O)c1cc2c(N)c(C(=O)c3cc(C#N)c(SC)nc3C)sc2nc1C | i | 12% | -3% | -9 | -15 | 43%[activator] | 0% | 4% | -20%
19 | N#CCSc1nnc(-c2c[nH]c3ccccc23)o1 | i | 54%[activator] | 23% | 1 | 2 | 4% | u | 2% | 8%
20 | Cc1c(Cl)c(C(=O)NC2C3CC4CC(C3)CC2C4)nn1C (stereo not drawn) | -4%[57.5 µM] | u | 15µM* | 18 | 16 | -3% | -11% | 8% | -6%
21 | CCN(C(=O)Nc1cn(CC(C)C)c(=O)c2ccccc12)c1cc(C)ccc1C | -4% | u | -12% | -2 | x | -3% | 0% | 13% | 20%
22 | Cc1ccc(CC(=O)Nc2ccc(S(=O)(=O)Nc3ncccn3)cc2)cc1 | i | 10% | 15% | 8 | 9 | -5% | -5% | -5% | -5%
23 | O=C1OC(c2ccc(Cl)cc2)=C/C1=C/c1cccnc1 | i | 1% | u | -9 | 0 | 3% | -2% | -1% | -5%
24 | C=C(C)Cn1c(SCC(=O)N/N=C/c2ccccc2OCC(=O)O)nnc1-c1ccc(Br)cc1 | -15% | -30% | -8% | -3 | -4 | -7% | -4% | -2% | 0%
25 | COc1ccc(NC(=O)CN2C(=O)/C(=C3\SC(=S)N(CCC(=O)O)C3=O)c3ccccc32)cc1 | i | 26% | 7% | -1 | -12 | -10% | -3% | -1% | -9%
26 | O=C(Nc1ccc(Cl)cc1)Nc1nnc(SCc2ccccc2)s1 | -12% | 3% | 4% | 0 | 1 | -7% | -4% | -1% | 16%
27 | O=C(COC(=O)COc1ccccc1)NC1CCCC1 | -6% | 4% | -18% | 1 | 0 | 12% | -9% | -8% | -26%
28 | COc1ccc(C(=O)CN2C(=O)NC3(CCCCCC3)C2=O)cc1 | -25% | -10% | u | 1 | 11 | -9% | 8% | -1% | -9%
29 | Cn1cccc1C1CCCN1CC(=O)Nc1c(Cl)cc(Cl)cc1Cl (stereo not drawn) | -8% | u | 12% | 0 | -8 | -10% | 10% | 6% | -16%
30 | CCc1nc2ccc(C(=O)NCCCN3CCCC3=O)cn2c1N(C=O)CC | i | 15% | 0% | -4 | -15 | 3% | -7% | -1% | 14%
31 | CCOC(=O)Cc1ccc(NC(=O)Nc2cc3c(cc2N2CCCCC2)n(C)c(=O)n3C)cc1 | -7% | -15% | 4% | 8 | x | 1% | x | 1% | 25%
32 | COc1ccc(Cl)cc1C(=O)O/N=C(\N)c1ccccn1 | -17% | u | 14% | 8 | -14 | 16% | -10% | 6% | 17%
33 | CCC(C)N(C(=O)COC(=O)Cc1n[nH]c(=O)c2ccccc12)C1CCS(=O)(=O)C1 (stereo not drawn) | i | 9% | 15% | -1 | 25 | 12% | 1% | 4% | -8%
34 | COc1ccc(N2CCN(Cc3cc(=O)c(OCC(=O)Nc4ccccc4)co3)CC2)cc1 | -18% | -7% | -18% | 1 | 57 | -17% | 1% | -18% | 23%
35 | Fc1ccc(NC(=S)Nc2ccc(Cl)cc2Cl)cc1 | -78%[inhibitor] | 7% | -11% | -7 | u | 14% | -4% | 5% | 21%
36 | CC(=O)N1N=C(c2cccc(NS(C)(=O)=O)c2)CC1c1cccs1 (stereo not drawn) | -37%[inhibitor] | 16% | -3% | 1 | 7 | 3% | -6% | 5% | -21%
37 | CCN(CC)CCn1c2c(c(SCC(=O)Nc3ccc4c(c3)OCO4)nc1=O)CCC2 | 10% | -20% | 1% | -1 | 6 | 5% | 1% | -1% | 7%
38 | CCOC(=O)c1c(C)oc2ncnc(N3CCN(c4ccc(C)cc4C)CC3)c12 | -2% | 7% | 0% | -3 | x | -10% | x | -2% | 13%
39 | CC(C)(C)NC(=O)C(c1ccc(C#N)cc1)n1c(=O)c(-c2ccccc2)nc2ccccc21 (stereo not drawn) | -20% | u | u | -11 | -29 | 2% | 1% | x | 25%
40 | Cc1ccc(OCC(=O)NNC(=O)CCC(=O)Nc2ccc(C)cc2C)cc1 | i | 2% | 10% | -2 | -8 | 0% | -6% | -1% | u
41 | COc1ccc(CCNC(=O)C(=O)NCC2OCCN2S(=O)(=O)c2ccc(OC)cc2)cc1 (stereo not drawn) | -35%[inhibitor] | -4% | 0% | 2 | 7 | -19% | 2% | -3% | 13%
42 | Cc1occc1C(=O)N/N=C/C(Br)=C\c1ccccc1 | -35%[inhibitor] | 5% | -6% | 6 | 9 | -23% | 2% | 21% | 1%[1.82 µM]
43 | Cn1c(=O)cc(NCCc2ccccc2)[nH]c1=O | -23%[57.5 µM] | -5% | u | 2 | 21 | -15% | 1% | -1% | 5%
44 | CCc1ccc(NC(=O)CN2C(=O)C(c3ccccc3)=NC23CCCCCC3)cc1 | -6% | u | x | 4 | x | -15% | x | x | 1%

Assay outcomes: PubChem, National Center for Advancing Translational Sciences (NCATS)

Only part of the results is shown. The share of hits here may be higher or lower than overall.
